CRFBP-R2 block: CRF-BP/CRF-R2 complex antagonism. hit rate 0.59% among 350,000. AID 588475. inhibition, % at 11.8 µM. HEK293 CRF-R2/CRF-BP, CRF-induced calcium fluorescence;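 active = inhibition of the ligand-induced calcium signal above about 50% at the single tested concentration, limit read from the data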
CRFR2-BP ag: agonists of human CRF-binding protein/CRF-R2 receptor complex | HEK293 CRF-R2/CRF-BP, calcium dye fluorescence (FLIPR); percent of saturating CRF peptide response | activation, % at 13.2 µM | hit rate 0.46% among 350,000 | AID 588473;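 active = activation of at least 50%, plus an integration ratio under a set limit after plate pattern correction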;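 also: plate controls were neutral control wells without compound for no effect and CRF at EC100 for full effect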
GalR3 antag: human GalR3 antagonism; inhibition, % at 3 µM; AID 651719; O60755; hit rate 0.44% among 360,000; HEK293 GalR3-CNG cAMP membrane potential fluorescence; galR3 body fused to GalR1 C-terminus;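 active = inhibition above the screen-wide average plus 3 SD, cut at about 13% in these data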;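 also: forskolin and galanin both at EC90 stimulate the cells; cAMP rise reported by CNG channel membrane potential dye signal; 0% = forskolin plus galanin with DMSO and 100% = forskolin alone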
Target sequence (O60755 1-299 limits assumed): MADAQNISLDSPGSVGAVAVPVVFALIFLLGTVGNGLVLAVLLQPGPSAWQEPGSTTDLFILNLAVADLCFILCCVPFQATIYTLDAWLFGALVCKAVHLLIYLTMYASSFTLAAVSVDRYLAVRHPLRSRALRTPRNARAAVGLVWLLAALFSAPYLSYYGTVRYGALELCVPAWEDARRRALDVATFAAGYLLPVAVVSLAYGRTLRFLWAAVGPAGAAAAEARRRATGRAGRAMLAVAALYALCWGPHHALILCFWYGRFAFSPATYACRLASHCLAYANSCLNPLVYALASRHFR
An asterisk follows results filed as active.

SMILES	CRFBP-R2 block	CRFR2-BP ag	GalR3 antag
CN(CCOc1ccc(Cl)cc1)C(=O)c1cccc(S(=O)(=O)N2CCN(Cc3ccccc3)CC2)c1	-1	2.1	31*
Cc1ccc(C)c(N2N=C(C(=O)Nc3ccc(N4CCOCC4)cc3)CCC2=O)c1	-4	-0.2	0
c1ccc(CNc2ncnc3[nH]ncc23)cc1	7	1.3	-4
CC(=O)N1CCN(S(=O)(=O)c2ccc3c(c2)OCCO3)CC1	9	0.3	-7
CNc1n[nH]c(-c2ccccc2)n1	4	0.3	-5
O=C(COC(=O)c1cccc(Cl)c1)NC1CCCCCCC1	0	-0.8	-4
O=C(OCC(=O)N1CCCc2ccccc21)c1ccc(C(F)(F)F)cc1	-17	0.9	-4
Cc1ccc(S(=O)(=O)CCC(=O)OCC(=O)Nc2cc(S(=O)(=O)N3CCOCC3)ccc2Cl)cc1	8	0.6	-2
COc1ccc(/C=N/N2C(=O)CSC2=S)cc1Br	-12	10	-2
COc1ccc(S(=O)(=O)N2CCOCC2)cc1NC(=O)CSc1nnc2n1CCCCC2	0	1.1	5

The list goes on; it opens with the six that closed the last part.
SMILES	CRFBP-R2 block	CRFR2-BP ag	GalR3 antag
CNc1n[nH]c(-c2ccccc2)n1	4	0.3	-5
O=C(COC(=O)c1cccc(Cl)c1)NC1CCCCCCC1	0	-0.8	-4
O=C(OCC(=O)N1CCCc2ccccc21)c1ccc(C(F)(F)F)cc1	-17	0.9	-4
Cc1ccc(S(=O)(=O)CCC(=O)OCC(=O)Nc2cc(S(=O)(=O)N3CCOCC3)ccc2Cl)cc1	8	0.6	-2
COc1ccc(/C=N/N2C(=O)CSC2=S)cc1Br	-12	10	-2
COc1ccc(S(=O)(=O)N2CCOCC2)cc1NC(=O)CSc1nnc2n1CCCCC2	0	1.1	5
O=C(COC(=O)c1ccccc1Cl)NC1CCCCCC1	2	-1.0	-3
CCCCN(C(=O)c1cc(S(=O)(=O)N2CCOCC2)ccc1N1CCOCC1)c1ccccc1	9	-1.1	-6
COc1cccc(NC(=S)NC(=O)Cc2ccccc2)c1	0	0.5	-4
C=CCNc1oc(-c2cccc(F)c2)nc1C#N	-23	2.0	-5
Cc1sc2nc(CSCC(=O)Nc3ccc(Cl)cc3F)[nH]c(=O)c2c1C	-26	0.9	-4
COc1ccccc1CCC(=O)OCC(=O)NC1CCCC1	-2	0.0	-4
CN(CC(=O)Nc1ccc(Cl)c(C(F)(F)F)c1)C(=O)c1ccc(OCC2CCCO2)cc1 (centres undefined)	-7	0.5	-6
Cc1cc(C(=O)NNC(=O)c2cccc([N+](=O)[O-])c2)n[nH]1	8	-0.5	-6
Cc1ccccc1C(=O)NCC(c1ccco1)N1CCc2ccccc2C1 (centres undefined)	-9	-1.8	-6
C=CC[C@@H](CC(=O)OC(C)(C)C)C(=O)OC[C@@H]1CCCN1C(=O)[C@H](CC=C)CC(=O)NCCO	3	3.8	-3

Quoted at random: three compounds from above
SMILES	CRFBP-R2 block	CRFR2-BP ag	GalR3 antag
COc1cccc(NC(=S)NC(=O)Cc2ccccc2)c1	0	0.5	-4
Cc1sc2nc(CSCC(=O)Nc3ccc(Cl)cc3F)[nH]c(=O)c2c1C	-26	0.9	-4
CN(CC(=O)Nc1ccc(Cl)c(C(F)(F)F)c1)C(=O)c1ccc(OCC2CCCO2)cc1 (centres undefined)	-7	0.5	-6

Remaining list, next part.
SMILES	CRFBP-R2 block	CRFR2-BP ag	GalR3 antag
CN(C)CCNC(=O)c1cccc2[nH]c(-c3ccncc3)nc12	-23	25	-4
COC(=O)[C@@]1(Cc2ccccc2)[C@H]2C(=O)N(C)C(=O)[C@H]2[C@H]2CN=C(SCC3CC3)N21	-5	5.9	-6
CC(C)[C@H](NC(=O)c1ccc(Cl)cc1Cl)C(=O)OCc1nc2ccsc2c(=O)[nH]1	4	-2.5	-5
O=C(CCC(=O)c1ccc(F)cc1)NCC1(N2CCCCC2)CCCCC1	12	0.2	-7
COc1ccccc1C(=O)NCCC(=O)N1CCN(c2ccccc2Cl)CC1	10	-0.7	2
COc1ccc(NC(=O)Nc2c(O)ccc3ccccc23)cc1	6	-3.8	1
NS(=O)(=O)c1cc2c(cc1Cl)NC(C1CC3C=CC1C3)NS2(=O)=O (centres undefined)	-6	1.1	-3
COc1ccc(-c2c(-c3cc(OC)cc(OC)c3)n(C)c3ccc(-c4cnc(N)nc4)cc23)cc1	18	-0.3	-2
CC(NS(=O)(=O)c1cc2c3c(c1)CCN3C(=O)CC2)c1ccccc1 (centres undefined)	7	0.0	-9
Cc1ccc(S(=O)(=O)N2CCN(C(=O)c3ccc(-n4cncn4)c([N+](=O)[O-])c3)CC2)cc1	-3	-0.1	2
Cc1ccc([C@H]2C[C@@H](n3cc(-c4ccc(F)cc4)nn3)[C@H](O)CN2C(=O)c2cccs2)cc1	5	-0.9	-7
C[C@H](CO)N1C[C@H](C)[C@@H](CN(C)C(=O)NC2CCCCC2)Oc2ccc(NC(=O)Nc3ccccc3)cc2C1=O	10	0.7	-10
N/C(=N\OC(=O)c1ccccc1)C(Cc1ccccc1)C(=O)NOC(=O)c1ccccc1 (centres undefined)	8	2.2	-4
Cc1nn(-c2cccc(Cl)c2)nc1C(=O)Nc1cccc(C(=O)NC2CC2)c1	-3	0.6	-2
Cc1ccsc1C(=O)OCC(=O)c1ccc[nH]1	14	1.5	-7
CSc1ncccc1C(=O)NNC(=O)c1csc(N2CCOCC2)n1	-15	5.2	-6
CC1CC2CCCC(O)=C2C(=O)O1 (centres undefined)	1	3.0	-6
CSCCC(NC(=O)COc1ccccc1)C(=O)N1CCN(c2cccc(C(F)(F)F)c2)CC1 (centres undefined)	0	0.3	-5
CC1=C(C(=O)N(C)C)CC(CC(=O)NCc2cccs2)C(=O)N1CCCN1CCCC1=O (centres undefined)	10	-0.2	-5
C[C@H]1COC(=O)[C@@H](NC(=O)OCC2c3ccccc3-c3ccccc32)C/C=C\C[C@H](CC(=O)NCCO)C(=O)N1	-2	0.1	-5
CC(C)(CNC(=O)c1sc2cc(Cl)ccc2c1Cl)N1CCOCC1	-13	-0.2	-1
CCOC(=O)C1CCN(C(=O)c2cccc(NS(=O)(=O)c3ccc(Br)cc3)c2)CC1	13	-1.9	-5
Cc1ccc(CNC(=O)COC(=O)c2cccc(S(=O)(=O)N3CCCCC3)c2)cc1	41	-0.4	-3
O=C(Nc1ccc(C(F)(F)F)cc1)c1ccccc1	6	0.2	-9
O=C(COC(=O)CSc1ccc([N+](=O)[O-])cc1)NCc1ccco1	-1	-0.3	-4
Cc1c[n+]([O-])ccc1[N+](=O)[O-]	-8	-2.3	4
Clc1cccc(-c2ccc3ncnc(NCc4cccnc4)c3c2)c1	-19	-1.8	-6
NNC(=O)c1cc(S(=O)(=O)N2CCOCC2)c[nH]1	5	-0.3	-3
CN1CCN(C(=O)CCn2c(=S)[nH]c3ccccc3c2=O)CC1	5	-0.1	0
O=C(Nc1ccccc1)c1nc[nH]c1C(=O)NCc1ccccc1	-3	-0.7	-9
Cc1ccc(OCC(=O)Nc2ccc(Cl)cc2)c([N+](=O)[O-])n1	-4	0.4	-7
COc1ccccc1CCC(=O)Nc1ccc(S(=O)(=O)Nc2ncccn2)cc1	-1	1.5	-2
O=C(c1ccc(NS(=O)(=O)c2ccc3[nH]c(=O)[nH]c3c2)cc1)N1CCCC(C(F)(F)F)C1 (centres undefined)	-7	-0.8	-4
CC1CCN(C(=O)c2ncn3c2c(=O)[nH]c2ccccc23)CC1	-23	0.4	-6
COC(=O)[C@@]1(Cc2ccccc2)[C@H]2C(=O)N(C)C(=O)[C@H]2[C@H]2CN=C(SCc3ccccc3)N21	-3	0.4	-2
COc1ccc(OC)c(S(=O)(=O)NC2CC(=O)N(c3ccc(C)c(C)c3)C2)c1 (centres undefined)	-13	0.1	-2
CCOc1ccc(/C=N/NC(=O)c2ccncc2)cc1OC	22	-2.6	-3
O=C(c1ccncc1)N1CCN(S(=O)(=O)c2cccc(Cl)c2)CC1	7	-0.8	3
O=C(OCC(=O)N(C1CCCCC1)C1CCCCC1)c1ccc(Cl)nc1	-10	0.2	-2
Cc1c2ccccc2nc2ccccc12	-2	3.3	2
Cc1cc(NS(=O)(=O)c2ccc(NC(=O)CNS(=O)(=O)c3ccccc3)cc2)nc(C)n1	24	2.9	3
COc1cc2c(cc1OC)C(CNC(=O)C=Cc1cc(OC)c(OC)c(OC)c1)C2 (centres undefined)	15	-1.9	1
C#CCOCCOCCOCCNc1nc(N2CCN(C(=O)[C@H]([C@@H](C)CC)n3cc(CCCCN)nn3)CC2)nc(N2CCN(C(=O)[C@H](CCCCN)n3cc(CCCC)nn3)CC2)n1	9	-0.2	-6
N#CCCN1CCN(CCC#N)C1=S	13	2.3	-4
CN(C)c1ccc(N=Nc2nccs2)cc1	25	-4.2	-2
Cc1ccc(S(=O)(=O)NN=C2CC3CCC2(C)C3(C)C)cc1 (centres undefined)	22	-4.0	-6
CCOC(=O)c1ccc(C(=O)NNC(=O)C2CC=CCC2)cc1 (centres undefined)	-8	0.2	-5
COc1cccc(CNC(=O)CN2c3cccc4cccc(c34)S2(=O)=O)c1	4	0.0	-2
CCOC(=O)C1CCN(C(=O)CCn2c(=O)oc3ccccc32)CC1	-11	1.2	-3
Cc1nc(Nc2ccccc2C)c2cnn(C)c2n1	4	0.5	-2

Following part:
SMILES	CRFBP-R2 block	CRFR2-BP ag	GalR3 antag
CN(Cc1ccc(Cl)cc1Cl)C(=O)c1cccc(S(=O)(=O)NCc2ccccc2)c1	-4	1.8	-2
Cc1ccc(C)c(SCC(=O)NC2CCS(=O)(=O)C2)c1 (centres undefined)	15	-0.6	-3
COCc1c(C(=O)Nc2ccc3nc(N4CCOCC4)sc3c2)oc2ccccc12	-15	-1.3	4
CCCCc1ccc(NC(=O)CN2C(=O)C3CCCCC3C2=O)cc1 (centres undefined)	-14	-0.4	-5
Cc1ccc(NC(=O)CNc2cccc(S(=O)(=O)N3CCOCC3)c2)cc1F	0	0.7	0
CCOC(=O)COc1c(Cl)cc(/C=C2\N=C(C)OC2=O)cc1OC	6	0.3	-6
O=C(Cn1cc([N+](=O)[O-])ccc1=O)N1CCc2ccccc21	4	0.5	-1
CN(C)c1ccc(C=NN2C(=O)CSC2=S)c(Cl)c1	40	50*	-5
CCN(CC(=O)Nc1cc(Cl)ccc1C)C(=O)CC1CCCC1	0	-0.2	-1
CC(=O)Nc1oc(-c2cccc3ccccc23)nc1C#N	-2	-3.5	-5

Assay outcomes: PubChem, several laboratories

This is a subset; the hit share may differ from the screen's.
